IP6K1 inh = Primary qHTS assay for small molecule inhibitors of Inositol hexaphosphate kinase 1 (IP6K1). Inositol hexakisphosphate kinase 1 (Homo sapiens), Q92551. IP6K1 kinase, ADP-Glo luminescence, 2 h; active compounds read low. activity change, % (series mostly up to about 58 µM). 0.81% of 140,000 active; in the data active = activity change below about -25%
Target sequence (Q92551 whole entry, looked up): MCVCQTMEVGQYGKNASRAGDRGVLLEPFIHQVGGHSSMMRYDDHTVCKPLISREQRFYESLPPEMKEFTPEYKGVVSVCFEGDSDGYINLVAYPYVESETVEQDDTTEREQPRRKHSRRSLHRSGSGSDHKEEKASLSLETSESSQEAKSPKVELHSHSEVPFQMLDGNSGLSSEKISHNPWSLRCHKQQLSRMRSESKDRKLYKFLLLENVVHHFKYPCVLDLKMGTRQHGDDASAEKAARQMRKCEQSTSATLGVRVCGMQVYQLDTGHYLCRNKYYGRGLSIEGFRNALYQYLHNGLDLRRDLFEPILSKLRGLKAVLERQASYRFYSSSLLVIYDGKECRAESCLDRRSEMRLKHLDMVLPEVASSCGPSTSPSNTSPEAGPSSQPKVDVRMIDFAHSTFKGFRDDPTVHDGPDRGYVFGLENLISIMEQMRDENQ
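ADP-Glo luminescence measures ADP made by human IP6K1 during a 2 h RT reaction with ATP/IP6 (mix at 1.3 mM/130 uM); top library doses 57.5 and 19.1 uM final.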
FLuc inh = Firefly luciferase inhibition profiling of diverse chemical library using quantitative high-throughput screening; purified P. pyralis luciferase, luminescence, biochemical; Potency, µM (series often up to 115 µM), without a hit: at the highest dose activity change, negative = inhibition, usual class: inhibitors; 2.5% of 76,000 active; AID 1347043, 2019; also: potency is read from the fitted curve at half-maximal effect; nearly all actives have a fitted effect of over 65% in size
Target sequence (P08659 whole entry, looked up): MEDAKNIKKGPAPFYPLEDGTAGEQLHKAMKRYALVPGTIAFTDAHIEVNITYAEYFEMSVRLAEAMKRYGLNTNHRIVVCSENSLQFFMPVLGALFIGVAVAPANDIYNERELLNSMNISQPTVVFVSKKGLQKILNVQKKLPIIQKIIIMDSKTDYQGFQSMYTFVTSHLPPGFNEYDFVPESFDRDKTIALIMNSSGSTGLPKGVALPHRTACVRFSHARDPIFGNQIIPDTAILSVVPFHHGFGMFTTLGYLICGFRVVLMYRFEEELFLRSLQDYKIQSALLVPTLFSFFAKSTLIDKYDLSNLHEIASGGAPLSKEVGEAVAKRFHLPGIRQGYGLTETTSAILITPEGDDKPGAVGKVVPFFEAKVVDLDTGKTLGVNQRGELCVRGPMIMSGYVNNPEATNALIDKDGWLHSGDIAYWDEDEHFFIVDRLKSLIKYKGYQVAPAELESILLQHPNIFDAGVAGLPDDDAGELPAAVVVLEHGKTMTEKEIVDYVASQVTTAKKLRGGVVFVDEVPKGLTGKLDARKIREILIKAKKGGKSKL
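Cell-free enzyme assay, 10nM P. pyralis luciferase, luciferin and ATP each at 10uM. Inhibition profiled over a 6-point titration, read as luminescence.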
GPT2 inhibitor = Primary qHTS assay for inhibitors of Glutamate pyruvate transaminase 2 (GPT2); Alanine aminotransferase 2 (Homo sapiens), Q8TD30; Recombinant GPT2, coupled pyruvate oxidase/HRP Amplex Red fluorescence; 0.25% of 100,000 active; AID 1671188, 2021; Potency, µM (doses to about 57.7 µM), without a hit: at the top dose activity change, negative = inhibition, hits mostly inhibitors; also: potency is read from the fitted curve at half-maximal effect; nearly all actives have a fitted effect of over 60% in size; many of its hits are not listed in these tables
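Fluorescence of coupled pyruvate oxidase/HRP/Amplex Red system (50uM Amplex, 30 min, dark) reports pyruvate formed by GPT2. Enzyme reaction: 10ng/uL GPT2, 2mM L-alanine, 250uM a-KG, 30 min room temperature, pH 7.5; 50uM AOA control.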
HEK cytotox = Cytotoxic Profiling in HEK 293 Cell Line of Diverse Libraries Using Quantitative High-Throughput Screening. Potency, µM (top dose mostly 115 µM), for inactives: top-dose activity change, negative = cytotoxicity, most hits filed as inhibitors. 6.6% of 94,000 active. AID 1345083, 2018. HEK 293 viability, ATP luminescence (CellTiter-Glo), 48-72 h; also: potency is read from the fitted curve at half-maximal effect; nearly all actives have a fitted effect of over 60% in size
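250 HEK 293 cells/well; compound by pintool; incubated 48 or 72 hr at 37 degree Celsius; CellTiter-Glo added, 10 min RT, luminescence imaged.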
SNCA expr inhib = Primary qHTS assay for inhibitors of alpha-synuclein gene (SNCA) expression; Potency, µM (titrated, usually from 57.2 µM), for the others: top-dose activity change, negative = inhibition, most hits filed as inhibitors; AID 1671194, 2021; 0.17% of 140,000 active; HEK-293 SNCA-luciferase knock-in, luminescence, 24 h;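 also: potency is read from the fitted curve at half-maximal effect; plate controls were DMSO cells for no effect and cell-free wells for full effect; nearly all actives have a fitted effect of over 45% in size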
HEK293 viab = GF-AFC viability counterscreen for inhibitors of alpha-synuclein gene (SNCA) expression. HEK-293-SNCA-luc viability, GF-AFC fluorescence, 24 h. Potency, µM (titrated, usually from 57.1 µM), for inactives: at the highest dose activity change, negative = cytotoxicity, most hits filed as cytotoxic. 0.12% of 150,000 active. AID 1671193, 2021;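 also: potency is read from the fitted curve at half-maximal effect; 0% = DMSO-treated cells and -100% = medium-only wells without cells; nearly all actives have a fitted effect of over 30% in size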
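Cytotoxicity counterscreen: after 24 h compound treatment of genome-edited SNCA-luciferase HEK-293 cells, live-cell protease substrate GF-AFC read by fluorescence after 30 min; activity scaled between DMSO (0%) and medium-only (-100%), curves Hill-fitted.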
3T3 cytotox = Cytotoxic Profiling in NIH 3T3 Cell Line of Diverse Libraries Using Quantitative High-Throughput Screening. NIH 3T3 viability, CellTiter-Glo ATP luminescence, 48-72 h. Potency, µM (highest dose often 96.7 µM), inactives show top-dose activity change, negative = cytotoxicity, most hits filed as inhibitors. 4.3% of 94,000 active. AID 1345082, 2018; also: potency is read from the fitted curve at half-maximal effect; nearly all actives have a fitted effect of over 55% in size
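Cytotoxicity was measured by CellTiter-Glo ATP luminescence after 48 or 72 h compound exposure at 37 °C. Mouse NIH 3T3 fibroblasts were seeded at 400 cells/well and dosed by 23 nL pin transfer.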
Active calls of the source: *; i = inactive; ? = inconclusive; . = no result given; & = joins results of further samples; [ ] = dose if it differs, or a comment. Unless noted, calls follow the shape of the dose curve; as a rule, active = well fitted curve in the direction sought with a large enough effect; inconclusive = small, poorly fitted or top-dose-only effect, or another doubt; inactive = no such curve, though single readings can be large; an effect the other way counts as inactive or inconclusive. Unless noted, % is scaled to controls: 0 for no effect and ±100 for the full control effect. The list is partial. The share of hits here may be higher or lower than overall.

Value order – HEK293 viab	FLuc inh	3T3 cytotox	GPT2 inhibitor	SNCA expr inhib	HEK cytotox	IP6K1 inh
> COCC(=O)NC1CCN(c2nc3ncccc3o2)CC1
 : -10%&-2%[87.6 µM]	3%&-3%[172 µM]	-14%&-18%[138 µM]	2%[88.5 µM]	13%&-11%[87.6 µM]	5%&-9%[172 µM]	-11&12
> Cc1cccc(C)c1NC(=O)N1CCCC1c1nncn1C1CCCC1 (stereo not given)
 : 7%	0%	5%	-11%	-28%	-1%	6
> O=C(Nc1ccccc1)N1CCC(OCc2noc(C3CCCO3)n2)CC1 (stereo not given)
 : 9%	.	?	?	13%	-24%	-1
> Cc1cccc(C)c1NC(=O)c1cccc(CN2CCCC2C)c1 (stereo not given)
 : -14%	10%	-8%	1%	-10%	1%	-3
> COc1ccc(C(C)NC(=O)c2noc(-c3ccc4c(c3)OCO4)n2)cc1 (stereo not given)
 : -6%	?	?	i	37%[activator]	?	2
> CCCCN1C(=O)c2[nH]nc(-c3ccccc3O)c2C1c1cc(Br)c(O)c(OC)c1 (stereo not given)
 : ?	.	.	.	-28%	.	2
> COc1ccc(OC)c(NC(=O)c2oc3c(c2C)-c2nn(Cc4ccc(Cl)cc4)cc2CC3)c1
 : ?	.	.	.	4%	.	10
> CCc1cccc(NS(=O)(=O)c2c(C)[nH]c(=O)[nH]c2=O)c1
 : 4%	.	.	.	-9%	.	15
> COc1ccc(-c2cc(C(=O)NC3CCOCC3)c3cnn(C)c3n2)cc1
 : .	.	?	.	.	?	32
> COc1cccc(N2C(=O)NC(=NC3CCCCC3)C23CCN(Cc2cccnc2)C3)c1 (stereo not given)
 : -4%	.	?	i	-9%	i	2
> COc1cccc(CCC(=O)N2C[C@@H](CO)[C@H](c3ccncc3)C2)c1
 : 2%	-1%	-8%	4%	0%	0%	-9
> CNC(=O)c1cc(C2CC2)nc2onc(C3CCCN3[S+](=O)([O-])c3ccccc3)c12 (stereo not given)
 : .	.	-2%	.	.	-2%	21
> C=C(C(=O)O)[C@@H]1CC=C(CCC(C)=O)[C@@H](C)CC1
 : 13%	.	.	-6%	.	.	14
> Cc1ccc(-n2nc(CO)c(C(=O)NCCCCc3ccccc3)n2)cc1C
 : 5%	.	.	.	0%	.	31
> Cc1nn(-c2ccc(F)cc2)c(Oc2ccccc2)c1CCC(=O)N1CCOCC1
 : 6%	4%	?	-3%	?	?	29

Grouped by structure, the entries above containing sulfur.
Value order – HEK293 viab	FLuc inh	3T3 cytotox	GPT2 inhibitor	SNCA expr inhib	HEK cytotox	IP6K1 inh
> CCc1cccc(NS(=O)(=O)c2c(C)[nH]c(=O)[nH]c2=O)c1
 : 4%	.	.	.	-9%	.	15
> CNC(=O)c1cc(C2CC2)nc2onc(C3CCCN3[S+](=O)([O-])c3ccccc3)c12 (stereo not given)
 : .	.	-2%	.	.	-2%	21

Going on with the list:
Value order – HEK293 viab	FLuc inh	3T3 cytotox	GPT2 inhibitor	SNCA expr inhib	HEK cytotox	IP6K1 inh
> COc1ccc(C(=O)N2CCCC(CO)CCNC(=O)CC2)cc1 (stereo not given)
 : -7%	-1%	-14%	-6%	?	i	-8
> CN(CC(=O)Nc1ccccc1F)S(=O)(=O)c1ccc2c(c1)c(=O)n(C)c(=O)n2C
 : -2%	.	.	.	-2%	.	-2
> COc1cccc(CCC(=O)NC2CCN(c3cc(-c4ccccc4)[nH]n3)CC2)c1
 : -8%	3%	-19%	-28%	16%	?	5
> CCN(CC)Cc1nc(C2(O)CCN(Cc3ccccc3C(F)(F)F)CC2)cs1
 : -16%[87.6 µM]	17%[172 µM]	?	-19%[88.5 µM]	-23%[87.6 µM]	89µM*	22
> CC(C)c1ccc(N2C(=O)CS(=O)(=O)C23C(=O)N(Cc2cccc(F)c2)c2ccccc23)cc1 (stereo not given)
 : 10%	.	.	.	-5%	.	4
> CNC(=O)[C@@H]1CN(C(=O)c2cc(C3CC3)[nH]n2)C[C@H]1c1nc(COC)no1
 : -18%	5%	-10%	i	-6%	i	2
> CN(C)[C@@H]1CO[C@H](CNC(=O)Nc2ccccc2)[C@H]1O
 : 7%[87.6 µM]	-2%[230 µM]	4%[230 µM]	3%[88.5 µM]	7%[87.6 µM]	-3%[230 µM]	1
> CCN(CC)C(=O)c1c(-c2ccccc2)c(-c2ccccc2)nn(CC)c1=O
 : -5%	.	.	.	-7%	.	43
> COc1cccc(-c2cc3c(=O)n(CCNC(=O)c4cc(F)ccc4F)ccn3n2)c1
 : -27%	7.1µM*	?	-14%	5%	?	-5
> CNc1nc(N2C[C@H]3CN(CCO)C[C@@]3(C(=O)O)C2)nc2c1CCC2
 : 3%	1%	-27%	i	-10%	-6%	2
> COCCNC(=O)[C@H]1C[C@H](Oc2ccccc2)CN1C(=O)c1cccc(F)c1
 : 3%	-3%	-1%	4%	-26%	i	15
> Cc1cnc(C(=O)N[C@@H]2CCC[C@@H]2C(=O)NCc2ccccc2F)cn1
 : 0%	-3%	1%	-19%	-24%	4%	20
> COc1cccc(CNC(=O)c2oc3c(c2C)-c2nn(Cc4cccc(Cl)c4)cc2CC3)c1OC
 : -9%	.	.	.	?	.	5
> Cc1ccc(CN2CCOCCNC(=O)[C@H]3CCCC[C@H]32)o1
 : 10%	1%	-20%	i	3%	?	-2
> CCOc1ccccc1C(=O)NC1CCN(c2cc(-c3cccs3)[nH]n2)C1 (stereo not given)
 : -8%	2%	?	?	6%	?	2
> CC1=C[C@@H](CNC(=O)C2CCCCC2)[C@H](C(C)C)C[C@H]1Cc1nc2ccc(C)cc2[nH]1
 : ?	-3%[172 µM]	?	-5%[88.5 µM]	?	?	13
> O=C(Cc1cccc(F)c1)N1CCC(n2cc(-c3nc(-c4ccccc4)no3)nn2)C1 (stereo not given)
 : 2%	?	?	i	-17%	?	-5
> CSc1ccc(-c2cccc(CN3CCC(NC(=O)c4ccccc4F)CC3)c2)cc1
 : .	.	?	.	.	?	3
> Cc1oc2ncnc(N3CCOCC3)c2c1C(=O)NCc1ccc(Cl)cc1
 : 3%	.	.	.	4%	.	-13
> O=C1[C@@H]2C[C@@H](O)CN2C2(CN(Cc3cccnc3)C2)C(=O)N1Cc1ccccc1
 : 2%[87.6 µM]	0%[172 µM]	i	i	-7%[87.6 µM]	3%[172 µM]	-4
> O=C(Cn1c(=O)c2c(n1Cc1ccccc1)CN(Cc1ccccc1)CC2)NCc1ccc(F)cc1
 : -6%	4%	?	-13%	5%	?	3
> O=C(c1cccc(Cl)c1)N1CCC(N(Cc2ccccc2)C2CCOCC2)CC1
 : -6%	6%	?	i	0%	?	-16
> Cc1cc(C)n(CC(=O)N2CC(N(C)Cc3cccnc3)C2)n1
 : 4%	35µM*	i	1%	113%[activator]	9%	-10
> O=C1CC(c2cccc(O)c2)c2c(nc(SCc3ccccc3F)[nH]c2=O)N1 (stereo not given)
 : -16%	.	.	.	29%	.	6
> CCN(CC)C(=O)C1CCC(c2nc3ncccc3o2)CC1 (stereo not given)
 : 4%[87.6 µM]	.	-17%[138 µM]	i	?	-23%[172 µM]	25
> CCc1ccc(C2c3c(-c4ccccc4O)n[nH]c3C(=O)N2Cc2cccnc2)cc1 (stereo not given)
 : ?	.	.	.	?	.	20
> Cc1nn(-c2ccccc2)c2c1C(C(C)C)N(C1CN(C(=O)c3ccccn3)C1)C2=O (stereo not given)
 : .	.	?	.	.	-28%	24
> CC(C)(C)c1ccc(S(=O)(=O)c2cnc(SCC(=O)Nc3ccc4c(c3)OCCO4)[nH]c2=O)cc1
 : 17%	.	.	.	-17%	.	-10
> c1cncc(Nc2cc3c(cn2)CN(Cc2c[nH]c4ccccc24)CCN3)c1
 : ?	?	?	-16%[88.5 µM]	?	112µM*	-13
> CC(C)c1nc(N2CCOCC2)ncc1C(=O)O
 : 12%	-7%	?	i	17%	-31%	-15
> CCc1ccc(CN2CCC(O)(Cc3cc(-c4cccc(OC)c4)no3)CC2)o1
 : -1%	0%	?	i	-1%	?	8
> O=c1c(NS(=O)(=O)Cc2ccccc2)ccc2n1C[C@H]1C[C@@H]2CN(S(=O)(=O)c2ccccc2)C1
 : 3%	-1%	1%	i	6%	-3%	24
> O=C(c1ccc(C(F)(F)F)cc1)N1CCN(C(=O)c2nc3cccnc3n(CCc3ccccc3)c2=O)CC1
 : -9%	.	?	-15%	-16%	45µM*	1
> Cc1noc(C)c1Cc1c(C(=O)NCCn2c(C)cnc2C2CC2)noc1C
 : ?	-12%	-28%	i	11%	-8%	4
> CCOC(=O)c1scc(-c2ccc(C)cc2)c1S(=O)(=O)Nc1cc(OC)ccc1OC
 : -8%	.	.	.	-17%	.	-8
> CNC(=O)C1CCC(Cn2c(=O)c3sccc3n(CC(=O)NCc3ccccc3)c2=O)CC1 (stereo not given)
 : 17%	.	.	.	22%	.	5
> O=C(NCc1cccc(Cl)c1)c1ccc2nc(-c3cccnc3)oc2c1
 : 5%	.	?	i	3%	?	-8
> CCOCCCn1c(SCC(=O)Nc2ccc(C(C)C)cc2)nc2c(sc3ccccc32)c1=O
 : 11%	.	.	.	-8%	.	-2
> CC(C)CNC(=O)[C@H]1CCC[C@H]1NC(=O)c1ccncc1
 : 6%	0%	i	-7%	-12%	-1%	16
> Cc1cccc(Nc2ccccc2C(=O)O)c1C
 : -1%[23.9 µM]	.	.	3%	-9%[25.6 µM]	.	17
> O=C(NCc1cccnc1)C1CCC(=O)N1C1CCN(C(=O)Cc2ccccc2F)CC1 (stereo not given)
 : 15%	-12%	-15%	-25%	2%	-8%	4
> CC(C)(O)c1ccc2c(c1)C(=O)C[C@H]1[C@](C)(C(=O)O)CCC[C@]21C
 : 33%	.	.	i	.	.	2
> COCCN1C(=O)CCC2(C(=O)NCc3cccc(OC)c3OC)CCCC=C12 (stereo not given)
 : -8%	-6%	0%	-4%	10%	0%	6
> O=C(Cc1c[nH]c2ccccc12)NC1CCc2nn(CC3CC3)c(=O)n2CC1 (stereo not given)
 : -5%	-1%	-15%	i	14%	4%	1
> Cn1c(=O)n([C@H]2CCCN(C(=O)Cn3c(=O)oc4ccccc43)C2)c2ncccc21
 : -2%	-15%	-17%	i	-25%	-11%	7

Profiles as entered above. Order of values: HEK293 viab, FLuc inh, 3T3 cytotox, GPT2 inhibitor, SNCA expr inhib, HEK cytotox, IP6K1 inh
COc1cccc(CNC(=O)c2oc3c(c2C)-c2nn(Cc4cccc(Cl)c4)cc2CC3)c1OC is entered as -9%, ., ., ., ?, ., 5
Cc1oc2ncnc(N3CCOCC3)c2c1C(=O)NCc1ccc(Cl)cc1 is entered as 3%, ., ., ., 4%, ., -13

Screening results: PubChem, National Center for Advancing Translational Sciences (NCATS)
